# PTHR1 agonist = qHTS for PTHR1 Agonists: Primary Screen; Potency, µM (series often up to 115 µM), inactives show top-dose activation, actives largely listed as activators; actives 0.075% (n = 410,000); Parathyroid hormone/parathyroid hormone-related peptide receptor (Homo sapiens), Q03431; HEK293 GP2 PTHR1 cells, GloSensor cAMP luminescence, 1 h; also: potency is read from the fitted curve at half-maximal effect; nearly all actives have a fitted effect of over 55% in size; some results filed as inactive show a strong effect at the top dose; inactives centre near -15; many of its hits are not listed in these tables
# Target sequence (Q03431 whole entry, looked up): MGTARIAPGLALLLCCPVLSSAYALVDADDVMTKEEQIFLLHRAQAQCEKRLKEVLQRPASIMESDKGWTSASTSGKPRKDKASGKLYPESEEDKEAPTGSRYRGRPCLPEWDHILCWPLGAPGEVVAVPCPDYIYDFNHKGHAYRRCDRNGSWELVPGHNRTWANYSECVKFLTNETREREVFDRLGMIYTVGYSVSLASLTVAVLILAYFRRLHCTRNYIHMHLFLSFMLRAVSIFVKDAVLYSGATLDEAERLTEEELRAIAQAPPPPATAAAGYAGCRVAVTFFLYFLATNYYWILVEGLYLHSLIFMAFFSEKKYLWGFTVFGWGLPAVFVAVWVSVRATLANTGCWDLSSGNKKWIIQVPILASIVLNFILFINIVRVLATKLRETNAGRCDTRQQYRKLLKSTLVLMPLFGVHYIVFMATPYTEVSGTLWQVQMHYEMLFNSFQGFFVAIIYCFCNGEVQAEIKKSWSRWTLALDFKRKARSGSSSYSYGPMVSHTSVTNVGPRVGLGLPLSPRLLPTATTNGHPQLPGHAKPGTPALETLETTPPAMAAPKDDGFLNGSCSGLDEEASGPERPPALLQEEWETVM
#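 HEK-293-derived GP2 cells expressing PTHR1 and a GloSensor cAMP reporter, 3,000/well, plated overnight, given luciferin plus IBMX (each 0.5 mM as added) for 1 h at 37 °C, then compound for 1 h at 37 °C. Luminescence was read after 15 min at room temperature.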
# Mm-Cpn inhibitor = Inhibitors of TCP-1 ring complex (TRiC) of Methanococcus maripaludis (MmCpn): qHTS | actives 0.031% (n = 330,000) | Chaperonin Mm-Cpn (Methanococcus maripaludis) | Potency, µM (highest dose often 76.9 µM), without a hit: at the highest dose activity, negative = inhibition, hits mostly inhibitors | purified Mm-Cpn ATPase, ADP Transcreener TR-FRET; also: potency is read from the fitted curve at half-maximal effect; % is scaled to controls: 0 for no effect and ±100 for the full control effect; nearly all actives have a fitted effect of over 80% in size
#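 Quantitative HTS used 25 nM Mm-CPN and 10 uM ATP in magnesium/KCl Tris buffer, pH 7.4, with 1 mM DTT. Hydrolysis ran 30 min at 37°C; ADP was read by HTRF.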
# EPAC2 antag = qHTS for Antagonist of cAMP-regulated guanine nucleotide exchange factor 2 (EPAC2): primary screen | Rap guanine nucleotide exchange factor 4 (Homo sapiens), Q8WZA2 | actives 0.18% (n = 360,000) | Potency, µM (series often up to 114 µM), inactives show at the top dose activity, negative = inhibition, most hits filed as inhibitors | EPAC2 GEF exchange of Rap1B-BODIPY-GDP, fluorescence | AID 720708, 2013; also: potency is read from the fitted curve at half-maximal effect; % is scaled to controls: 0 for no effect and ±100 for the full control effect; nearly all actives have a fitted effect of over 45% in size; many of its hits are not listed in these tables
# CCT modulator = High-Throughput Screening for Modulators of Cytosolic Chaperonin Activity; actives 0.3% (n = 360,000); activity change, % (test concentration not listed), hits read low; purified chaperonin ATPase assay, HTRF ADP detection, 30 min; in the data active = activity change below about -30%; also: % is scaled to controls: 0 for no effect and ±100 for the full control effect
#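 ATPase activity: ADP formed was measured by HTRF Transcreener (665/615 nm ratio) after 30 min at 37 deg C with 10 uM ATP. Compounds screened at one 76 uM concentration against 40 or 20 nM TRiC in Tris pH 7.4/KCl/MgCl2/DTT buffer.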
# pAkt inh = HTS Assay for Inhibitors of Akt Phophorylation: Primary Screen | Neuro2A IGF-stimulated pAkt S473 HTRF, 20 min; active compounds read low | activity change, % for hits at 50 µM | actives 0.32% (n = 360,000) | AID 651550, 2012; in the data active = activity change below about -80%; inconclusive = mostly about -51% to -80%; also: % is scaled to controls: 0 for no effect and ±100 for the full control effect
#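 Single-point screen (50 µM final compound) in Neuro2A cells stimulated 20 min with 6 nM IGF at 37 deg C. After lysis, Ser473-phosphorylated Akt read by HTRF (ex 330 nm, em 615/665 nm) as the 665/615 ratio.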
# EPAC2 ag = qHTS for Agonist of cAMP-regulated guanine nucleotide exchange factor 4 (EPAC2): primary screen; Rap guanine nucleotide exchange factor 4 (Homo sapiens), Q8WZA2; EPAC2 activation, biochemical qHTS; response scale: 100% = 6.5 mM cAMP response; Potency, µM (titrated, usually from 154 µM), inactives show at the highest dose activation, most hits filed as activators; actives 0.079% (n = 360,000); AID 720711, 2013; also: potency is read from the fitted curve at half-maximal effect; nearly all actives have a fitted effect of over 50% in size
#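 Each well held 100 nM EPAC2, 250 nM RAP1B-BODIPY-GDP and 50 uM GDP. Fluorescence, read at 5-min intervals to 30 min, was referenced to a 6.5 mM cAMP positive control.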
# D3 ag = qHTS of D3 Dopamine Receptor Agonist: qHTS. actives 0.58% (n = 410,000). D3R DiscoveRx beta-arrestin cells, luminescence, 90 min. max activation, %; in the data active = max activation above about 30%; also: 0% is about no effect; mostly tested at two doses, the higher about 12 µM
# Target sequence (P35462 whole entry, looked up): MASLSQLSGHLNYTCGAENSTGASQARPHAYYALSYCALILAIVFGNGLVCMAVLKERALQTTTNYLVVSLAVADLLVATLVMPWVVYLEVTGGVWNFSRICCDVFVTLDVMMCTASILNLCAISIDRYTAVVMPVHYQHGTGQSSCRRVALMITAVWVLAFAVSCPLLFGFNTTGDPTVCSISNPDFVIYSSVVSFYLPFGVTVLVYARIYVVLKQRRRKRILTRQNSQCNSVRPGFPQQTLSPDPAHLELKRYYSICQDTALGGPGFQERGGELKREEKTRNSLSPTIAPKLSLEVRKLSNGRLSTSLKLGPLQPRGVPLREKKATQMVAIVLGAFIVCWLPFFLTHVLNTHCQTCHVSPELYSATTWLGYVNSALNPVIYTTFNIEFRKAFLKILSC
#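 Cells at 1500/well, incubated overnight, then treated with pinned compounds (dopamine as control) for 90 min at 37 degrees C. DiscoveRx reagent added for 30 - 60 minutes at room temperature; luminescence read.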
# DRD3 antagonist = qHTS of D3 Dopamine Receptor Antagonist: qHTS; actives 2.5% (n = 360,000); AID 652054, 2013; D(3) dopamine receptor (Homo sapiens), P35462; max response, negative = inhibition, %; D3R cells, DiscoveRx beta-arrestin luminescence, antagonist mode; active compounds read low; in the data active = max response below about -50%; inconclusive = no clear call, values can overlap the other calls; also: % is scaled to controls: 0 for no effect and ±100 for the full control effect; mostly tested at two doses, the higher about 12 µM
#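 Cells expressing the human receptor were seeded at 1500 cells/well, incubated overnight at 37 degrees C in 5% CO2, then exposed to library compounds with dopamine controls for 90 minutes at 37 degrees C before luminescent detection.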
# * marks the source's active call; other numbers are inactive results; i = inactive; ? = inconclusive; . = no result given; & = joins results of further samples; [ ] = remark or other dose. Unless noted, calls follow the shape of the dose curve; as a rule, active = well fitted curve in the direction sought with a large enough effect; inconclusive = small, poorly fitted or top-dose-only effect, or another doubt; inactive = no such curve, though single readings can be large; an effect the other way counts as inactive or inconclusive. A portion of the library (hit frequency here may not be typical).
structure	PTHR1 agonist	Mm-Cpn inhibitor	EPAC2 antag	CCT modulator	pAkt inh	EPAC2 ag	D3 ag	DRD3 antagonist
COCCn1c(=O)c2c(nc3n2CCCN3CCc2ccccc2)n(C)c1=O	i	-3%	-5%	-1.1	i	8%	102*	14
O=S(=O)(NCC1CN(S(=O)(=O)c2ccc3c(c2)OCCO3)C1)c1c(F)cccc1F	16%	-1%	9%	.	.	5%	.	.
CCC(C)c1ccccc1NS(=O)(=O)c1cnn(CC)c1 (stereo not given)	i	2%	4%	-2.5	i	7%	-6	-19
O=C(CCN1C(=O)/C(=C/c2ccccc2Cl)SC1=S)NC1=NCCS1	-17%	-1%	3%	0.3	i	12%	6	14
Cc1c(Cl)c([N+](=O)[O-])nn1CC(=O)NCc1cccs1	-14%	0%	8%	-1.3	i	7%	6	-11
O=C(Cc1cccc2ccccc12)Nc1nnc(-c2cccc([N+](=O)[O-])c2)s1	-3%	0%	-7%	0.5	i	-4%	-8	1
Cc1[nH]c2ccccc2c1SCCNC(=O)c1ccc(Br)o1	-10%[57.5 µM]	5%	-12%	-3.3	i	11%	-8	-2
CC1CCN(c2c(NCC3CCC(C(=O)Nc4ccccn4)CC3)c(=O)c2=O)CC1 (stereo not given)	-24%	0%	-6%	-1.3	i	6%	-1	9
COc1ccc(-c2ccc(SCC(=O)N3CCOCC3)nn2)cc1OC	12%[57.5 µM]	3%	-5%	-3.6	i	4%	-21	-14
O=S(=O)(c1ccc(SCc2cccc(Cl)c2)nc1)N1CCCC1	-25%	2%	5%	0.3	i	5%	-17	12
Fc1ccc(CNC(=S)Nc2ccc(OC(F)F)cc2)cc1	-14%	0%	-9%	0.0	i	9%	2	-4
O=C(N/N=C\c1cc([N+](=O)[O-])ccc1N1CCOCC1)c1ccccn1	i	-1%	-1%	-0.2	i	7%	4	1
CC[C@@H](Nc1ncnc2c1oc1ccccc12)C(=O)O	?	1%	-5%	1.5	i	2%	-3	6
COc1ccccc1OCCCC(=O)Nc1nnc(C2CCCO2)s1 (stereo not given)	i	-2%	1%	-1.7	i	2%	8	-10
CC(C)C(=O)N1CCc2cc(-c3csc(N)n3)ccc21	-15%[57.5 µM]	-5%	4%	1.6	i	4%	5	-3
CC(=O)Nc1ccc(S(=O)(=O)Nc2cc(-c3ccccc3)nn2C)cc1	-22%	0%	-6%	2.2	i	-3%	3	-5
CCc1nnc(NC(=O)CSc2ccc(-c3ccco3)nn2)s1	i	-2%	11%	-2.2	i	3%	6	3
Cn1c(SCC(N)=O)nnc1-c1cnccn1	i	0%	0%	-2.6	i	3%	-4	-1
CCCCCC(=O)Nc1cccc(C2=NOC3(C2)C[C@@H](C(N)=O)N(C(=O)c2ccc(OC)cc2)C3)c1 (stereo not given in full)	-22%	-1%	-1%	1.4	i	2%	-30	16
COc1ccccc1C1CCN(c2ccc([N+](=O)[O-])c(OC)c2)CC1	-20%	1%	6%	-3.1	i	5%	4	7
CN1C(=O)C(CC(=O)NCC2CCCCC2)SC1=Nc1ccccc1 (stereo not given)	-19%	0%	-9%	1.2	i	7%	5	-10
COC(C(=O)Nc1ccnn1C1CCN(Cc2ccccn2)CC1)c1ccccc1 (stereo not given)	i	1%	-2%	-1.6	i	0%	1	0
CCCCn1c(=O)c(CCC(=O)OC(C)C(=O)Nc2cccc(Cl)c2Cl)nc2ccccc21 (stereo not given)	-22%	0%	3%	1.2	i	9%	3	4
COc1cc(NS(=O)(=O)c2ccc3[nH]c(=O)oc3c2)cc(OC)c1	-16%	3%	-6%	-0.6	i	7%	-4	?
Cc1nc2ccc(S(=O)(=O)NC(C(=O)N3CCC(C)CC3)C(C)C)cc2s1 (stereo not given)	-41%[inhibitor]	0%	4%	-1.2	i	-1%	4	-19
O=C(C1CCCCC1)N1CCN=C1SCc1cccnc1	-63%[inhibitor]	0%	-11%	-0.6	i	2%	2	16
CC(C)C(NS(=O)(=O)c1ccc(Br)s1)C(=O)O (stereo not given)	i	-2%	-2%	1.8	i	10%	-6	-30
COc1cc2oc(=O)cc(CN3CCCCCCC3)c2cc1Cl	-17%	.	-1%	-0.9	i	-1%	-8	?
CCCNC(=O)C1(C)CCN(C(=O)c2ccc3snnc3c2)C1 (stereo not given)	-12%	.	24%	-1.8	i	-2%	1	17
O=C(NCc1ccccc1)c1ccc(Cl)c(S(=O)(=O)N2CCCC2)c1	-69%[inhibitor]	0%	-15%	-0.1	i	7%	3	4
CN(CC(=O)Nc1cccc(F)c1)C(=O)/C=C/c1ccc(S(=O)(=O)N2CCCCCC2)cc1	i	.	-4%	-2.9	i	20%	-10	-17
O=c1oc2ccc(Br)cc2cc1S(=O)(=O)c1ccc(F)cc1	-13%	-27%	1%	0.2	i	12%	-1	7
Cc1ccc(N(C(=O)C2CCCC2)C2C=CS(=O)(=O)C2)cc1 (stereo not given)	-7%	0%	4%	0.3	i	7%	0	13
CCOC(=O)CN(C(=O)CSc1nnc(C)n1-c1ccccc1)c1cccc([N+](=O)[O-])c1	-3%	-1%	8%	-2.5	i	6%	2	10
COc1ccc(C(C)=O)cc1Cn1c(C)c(C(=O)NCc2ccc(C(C)C)cc2)sc1=O	-33%[inhibitor]	.	-15%	-1.8	i	2%	4	17
c1ccc(Nc2nc(-c3cccs3)cs2)nc1	-26%	-4%	-4%	0.9	i	15%	-4	-11
Cc1ccc2[nH]c(=O)c(CN(Cc3ccc4c(c3)OCO4)Cc3nnnn3Cc3ccco3)cc2c1	-8%	-3%	9%	-5.9	i	3%	-11	19
CCN(CC(=O)Nc1c(F)cccc1F)C(=O)CSCC(=O)Nc1ccc(OC)cc1	30%	0%	-1%	-0.5	i	11%	-15	-5
COc1ccc(NC(=O)CN(C)CC(=O)Nc2ccccc2SC)cc1Cl	i	4%	-1%	-3.6	i	0%	0	9
COc1ccc(-c2noc(C(C)NC(=O)c3ccco3)n2)cc1OC (stereo not given)	-2%	3%	2%	-3.2	i	3%	3	-11
CSc1ccc(CN2CCC(Oc3ccc(C(=O)N4CCCC4)cc3)CC2)cc1	-28%	1%	2%	-2.1	i	1%	-14	-10
COc1cc([N+](=O)[O-])c(OC)cc1SCc1n[nH]c(=S)n1-c1ccc(C)cc1	-3%	1%	-9%	-0.3	i	15%	-7	-22
NS(=O)(=O)c1ccc(CCNC(=O)/C=C/c2ccc([N+](=O)[O-])cc2)cc1	-77%[inhibitor]	1%	-15%	1.3	i	5%	0	-4
CCc1ccccc1NC(=O)CN(C)S(=O)(=O)c1ccc(-c2ccc(=O)[nH]n2)s1	i	-8%	18%	-1.3	i	-7%	-8	1
C[C@H](CO)N1C[C@H](C)[C@@H](CN(C)S(=O)(=O)c2ccccc2)Oc2ccc(NS(=O)(=O)c3ccc(F)cc3)cc2C1=O	i	5%	-10%	2.8	i	5%	1	41
CCOc1ccc(C(=O)NC(=S)Nc2ccccc2N2CCOCC2)cc1Br	i	1%	-26%	-1.5	i	-8%	1	-5
Brc1ccc(C=Nc2ccc(Nc3ccccc3)cc2)s1	-24%	-3%	0%	1.1	i	-3%	1	2
O=C(CCNS(=O)(=O)c1ccccc1F)NC1CCCCCC1	-24%	1%	-1%	0.9	i	8%	-10	-4
CCN(CC)S(=O)(=O)c1ccc(Cl)c(C(=O)NC2CCCC2)c1	i	2%	-3%	-3.1	i	6%	7	41
Fc1ccc(-c2csc(NC3=NCCC3)n2)cc1	-7%	-1%	-16%	-0.5	i	2%	12	20
O=C(NC1CCCC1)C(=O)N(Cc1cccnc1)C(C(=O)NC1CCCC1)c1ccco1 (stereo not given)	-9%	0%	1%	-1.0	i	0%	6	8
COC(=O)[C@H]1C[C@@]2(O)CN(S(=O)(=O)c3ccc(C)cc3)C[C@@]2(OC(=O)Nc2cccs2)C[C@H]1C(=O)OC	i	.	-3%	-2.2	i	9%	2	18
CCOC(=O)CSc1nnc(CNC(=O)c2cccs2)n1Cc1ccccc1	i	0%	1%	2.1	i	-7%	0	12
O=C(NNC(=O)C1CC1c1ccccc1)c1cccc([N+](=O)[O-])c1 (stereo not given)	i	2%	-1%	2.3	i	0%	-6	-11
Cc1ccc(/C=C/C(=O)c2ccc([N+](=O)[O-])o2)cc1	-12%	1%	5%	-0.9	i	12%	-16	-62*
CSc1ccc(/C=C/C(=O)N2CCN(c3ccccn3)CC2)cc1	0%	1%	2%	-2.0	i	5%	1	-4
CCOc1ccccc1CNC(=O)c1ccc2c(c1)N(CC)CCS2	-53%&-83%[inhibitor]	-9%	11%	-1.8	i	5%	-4&-4	0
CCOc1ccc(NC(=O)c2ccc(N3CC4CC(C3)c3cccc(=O)n3C4)c(N)c2)cc1 (stereo not given)	-12%	-7%	-5%	-1.1	i	7%	2	-11
CCOC(=O)c1ccc(S(=O)(=O)NCCN(CC)CC)cc1	-26%	2%	-3%	2.7	i	4%	-11	-13

# Reformatted: 2 of the compounds above.
CCN(CC)S(=O)(=O)c1ccc(Cl)c(C(=O)NC2CCCC2)c1
  PTHR1 agonist: i
  Mm-Cpn inhibitor: 2%
  EPAC2 antag: -3%
  CCT modulator: -3.1
  pAkt inh: i
  EPAC2 ag: 6%
  D3 ag: 7
  DRD3 antagonist: 41
Fc1ccc(-c2csc(NC3=NCCC3)n2)cc1
  PTHR1 agonist: -7%
  Mm-Cpn inhibitor: -1%
  EPAC2 antag: -16%
  CCT modulator: -0.5
  pAkt inh: i
  EPAC2 ag: 2%
  D3 ag: 12
  DRD3 antagonist: 20
